Assay outcomes as filed in PubChem.
SSB-PriA inh – K. pneumoniae PriA-SSBct interaction inhibition; AlphaScreen SSBct-PriA binding, biotinylated peptide; inhibition, % at 33 µM; 430,000 compounds, 0.6% hits; AID 1272365; in the data active = inhibition mostly above about 37%, no sharp cut-off; inactive = mostly below about 20%;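 also: plate controls were negative control peptide for no effect and reference peptide for full effect; strong numbers were not always called active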
Vc quorum ag – induces V. cholerae light production without autoinducers. V. cholerae BH1578 lux reporter, luminescence, 6 h. activation, % at 18.7 µM. 350,000 compounds, 0.16% hits; in the data active = activation mostly above about 9.7%, no sharp cut-off; also: not every result past the cut was called active; inactives centre near 0; reference of the scale not given here
Mtb FBA inh – Mtb fructose-bisphosphate aldolase inhibition; P9WQA3; purified M. tuberculosis FBA, fluorescence read-out; 360,000 compounds, 2.3% hits; AID 588726; inhibition, % at 1 µM; in the data active = inhibition above about 27%;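 also: 0% = vehicle and 100% = reference inhibitor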
Mtb BioA inh – BioA (M. tuberculosis) enzyme inhibition; AID 602481; inhibition, % at 9.99 µM; purified M. tuberculosis BioA enzyme, plate reader; 360,000 compounds, 0.096% hits; in the data active = inhibition above about 40%
MazEF act – increases E. coli MazEF RNase cleavage of RNA; P0AE70; FAM/BHQ RNA-DNA oligo cleavage fluorescence, 5 h; activation, % at 20 µM; 350,000 compounds, 0.32% hits; in the data active = activation above about 50%
DUSP3 inh – inhibitors of human VHR1 phosphatase (DUSP3). P51452. recombinant VHR phosphatase, pNPP absorbance. inhibition, % at 13.3 µM. 290,000 compounds, 0.52% hits. AID 1654; in the data active = inhibition above about 50%; also: some compounds called inactive have numbers as strong as hits
Target sequence (P51452 whole entry, looked up): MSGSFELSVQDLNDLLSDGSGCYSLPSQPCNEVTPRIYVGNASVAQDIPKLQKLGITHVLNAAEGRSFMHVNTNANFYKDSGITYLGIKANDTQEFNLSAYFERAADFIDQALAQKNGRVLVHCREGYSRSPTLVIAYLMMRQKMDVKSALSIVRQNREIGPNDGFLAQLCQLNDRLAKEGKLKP
3CLpro inhibitor – SARS-CoV 3CLpro protease inhibition; recombinant SARS-CoV 3CLpro, quenched FRET peptide cleavage; inhibition, % at 6 µM; 290,000 compounds, 0.14% hits; in the data active = inhibition above about 12%
GDH-TPI inh – inhibits GDH-TPI coupling enzymes, artifact for Mtb FBA screen. GDH-TPI coupled enzyme counterscreen, NADH absorbance. inhibition, % at 4.8 µM. 360,000 compounds, 1.2% hits. AID 588335; in the data active = inhibition above about 30%;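 also: 0% = DMSO wells and 100% = wells lacking the enzyme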
Rv3671c inh – Rv3671c (M. tuberculosis) protease inhibition. P9WHR9. inhibition, % at 5.96 µM. 320,000 compounds, 0.048% hits. AID 2606; in the data active = inhibition above about 38%;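 also: extracellular domain of Rv3671c used as enzyme; 0% = enzyme with DMSO and 100% = no enzyme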
Target sequence (P9WHR9 whole entry, looked up, the tested form may be a part): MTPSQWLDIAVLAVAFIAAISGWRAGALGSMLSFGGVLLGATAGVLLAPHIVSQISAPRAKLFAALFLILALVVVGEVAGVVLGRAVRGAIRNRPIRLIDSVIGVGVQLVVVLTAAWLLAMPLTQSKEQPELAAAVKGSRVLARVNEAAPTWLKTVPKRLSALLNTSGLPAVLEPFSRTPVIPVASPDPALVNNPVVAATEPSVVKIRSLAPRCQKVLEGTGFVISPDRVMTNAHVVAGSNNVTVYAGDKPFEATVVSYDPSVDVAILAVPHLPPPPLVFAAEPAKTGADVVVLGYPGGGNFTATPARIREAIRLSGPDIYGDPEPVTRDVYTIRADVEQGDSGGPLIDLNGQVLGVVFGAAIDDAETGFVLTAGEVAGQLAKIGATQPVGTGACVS
UGM FP inh – blocks M. tuberculosis UGM enzyme; inhibition, % at 10 µM; purified UGM, fluorescence polarization probe displacement; 320,000 compounds, 0.06% hits; P9WIQ1; in the data active = inhibition above about 10%, passing the limit was not always enough
Target sequence (P9WIQ1 whole entry, looked up): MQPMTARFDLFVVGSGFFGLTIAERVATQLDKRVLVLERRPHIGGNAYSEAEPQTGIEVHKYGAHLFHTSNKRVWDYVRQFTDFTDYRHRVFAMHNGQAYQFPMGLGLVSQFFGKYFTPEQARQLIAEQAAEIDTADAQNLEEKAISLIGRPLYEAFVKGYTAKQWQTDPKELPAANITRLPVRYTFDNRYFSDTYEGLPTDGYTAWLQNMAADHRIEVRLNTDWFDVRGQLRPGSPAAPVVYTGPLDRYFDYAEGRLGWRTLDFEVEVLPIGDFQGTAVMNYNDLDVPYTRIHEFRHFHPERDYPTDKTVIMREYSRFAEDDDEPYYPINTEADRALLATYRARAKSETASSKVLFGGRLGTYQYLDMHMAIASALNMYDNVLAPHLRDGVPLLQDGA
The depositor's hits bear a star; i = inactive; / = no result given; & = joins results of further samples. An excerpt, so the mix of outcomes need not match the whole.

SMILES	SSB-PriA inh	Vc quorum ag	Mtb FBA inh	Mtb BioA inh	MazEF act	DUSP3 inh	3CLpro inhibitor	GDH-TPI inh	Rv3671c inh	UGM FP inh
Brc1cccc2sc(N3CCCC3)nc12	-25	i	0	/	-2	-9	1	4	-2	3.0
CCOP(=O)(c1ccccc1)C(O)c1ccccc1 (configuration not stated)	7	-3.7	-2	0.7	-2	0	-1	7	-3	2.9
O=c1cc(CSc2nnc(COc3ccccc3Cl)o2)nc2sccn12	-5	-0.5	-1	-1.5	-1	-11	-2	4	6	-1.4
CCOC(=O)C1=C(C)N(C)C(=O)NC1c1ccc(C)s1 (configuration not stated)	0	i	-6	0.5	4	-4	-5	6	-3	-1.9
CC(=O)C(Sc1ncnc2sc3c(c12)CCCC3)C(C)=O	-10	-1.5	-4	/	-6	-1	-1	0	-1	1.7
COc1ccc(CN2CCN(C(=O)c3cc(OC)c(OC)c(OC)c3)CC2)cc1OC	0	i	1	/	5	22	7	2	3	-1.6
O=c1[nH][nH]c(-c2ccccc2)c1C=Nc1ccccc1	-9	-0.4	2	-0.6	-2	17	2	17	-3	0.2
Cc1ccccc1NC(=S)NNC(=O)c1cccnc1	-13	i	0	5.7	2	-8	1	-7	-10	1.9
N#CCSc1ncnc2c1cnn2CCO	-4	i	0	-0.2	-8	-1	5	-1	-2	0.5
CC(NC(=O)COC(=O)/C=C/c1ccc(Cl)cc1)c1ccccc1 (configuration not stated)	-11	0.3	4	0.0	-1	-4	7	2	-7	1.4
O=C(CSc1n[nH]c(-c2cc(Cl)ccc2Cl)n1)NCCN1C(=O)CSC1=O	-2	-0.2	1	/	2	38	1	6	-10	2.4
Nc1nc2c(-c3ccc(Br)cc3)nnn2c2ccccc12	-9	i	6	-0.1	-18	-22	0	6	-9	-2.4
CCC1(C)Cc2c(sc3c2c(=O)n(C)c2nnc(SCCc4ccccc4)n32)CO1 (configuration not stated)	-6	-0.2	3	1.3	-1	18	-2	-11	-18	-3.2
COc1ccc(CCNC(=O)CC2Nc3ccccc3NC2=O)cc1 (configuration not stated)	-4	-3.3	-1	/	7	-17	5	20	5	2.9
CCc1ccc(N2C(=O)c3ccc4c5c(ccc(c35)C2=O)CC4)cc1	-4	i	25	/	1	25	-3	-5	-4	-1.0
O=C(Nc1c2c(nc3ccccc13)CCCC2)c1cccc([N+](=O)[O-])c1	-19	-0.6	0	/	4	-2	3	6	-10	1.2
COc1cc(NC(=O)Cn2cnc3c(NCc4ccccc4)ncnc32)cc(OC)c1OC	-10	1.8	2	-0.6	0	/	/	-2	/	/
Cc1cccc(C)c1NC(=O)CNC(=O)C(C)NC(C)c1ccccc1Br (configuration not stated)	-20	i	0	1.6	-12	/	/	-4	-18	-0.1
CCC(CC)C(=O)Nc1cc(C(=O)OC)cc(C(=O)OC)c1	-22	-0.4	0	/	2	4	1	-9	-9	-0.2
CC(C)c1ccc(-c2csc(NC(=O)c3cccs3)c2C(=O)O)cc1	-13	-0.6	2	3.6	-11	32	5	13	-1	1.9
Cc1noc(C)c1CSCC(=O)NCCN1C(=O)S/C(=C\c2ccccc2F)C1=O	0	-2.5	-1	2.4	3	/	/	9	4	1.0
CCCCn1c(CCNC(=O)CC)nc2ccccc21	8	-0.4	1	-1.6	6	26	-1	2	12	-0.6
Cn1c(O)c(C=Nc2ccc(Br)cc2)c(=O)n(C)c1=O	-8	1.2	0	0.0	2	26	0	5	-4	0.6
COC(=O)CCc1c(C)c(C#N)c2nc3ccccc3n2c1N1CCCC1	1	-0.1	10	2.3	2	13	-4	0	4	3.4
S=C(NC1CCCCC1)N1CCN(C/C=C/c2ccccc2)CC1	2	-0.2	-4	/	0	2	1	0	-1	1.4
CC(=O)Nc1ccc([C@H]2[C@H](C)CC[C@H]3C(=O)N4[C@@H](CC[C@@H](C)[C@@H]4c4ccc(NC(C)=O)cc4)C(=O)N32)cc1	/	/	/	/	/	28	4	/	-2	1.0
NS(=O)(=O)c1ccc(CCNc2ncnc3c2c(-c2ccccc2)cn3-c2ccc(F)cc2)cc1	22	i	0	1.7	-14	2	2	0	-11	0.0
CC(Sc1nnnn1C1CCCC1)C(=O)Nc1cccc(S(=O)(=O)N2CCOCC2)c1 (configuration not stated)	-16	2.5	3	2.2	-4	/	/	4	13	2.8
Cc1nnc2sc(-c3cccc(F)c3)nn2c1=O	-4	-0.8	4	0.3	5	32	-4	27	1	-1.3
O=C(NC(=S)Nc1ccc(CN2CCCCC2)cc1)c1cc2ccccc2o1	-6	i	4	-2.7	-5	-7	-2	11	-3	1.1
COc1ccc(N2CCN(C(=O)CCNS(=O)(=O)c3cccs3)CC2)cc1	-4	-1.5	-2	0.6	-12	2	0	2	-3	1.7
COc1ccc(C)cc1S(=O)(=O)Nc1cccc(-c2cn3cccnc3n2)c1	-3	-0.4	89*	-0.5	-13	21	2	12	-2	2.2
CC1CCCC(NC(=O)CSc2n[nH]c(=O)n2Cc2ccccc2)C1C (configuration not stated)	5	-0.1	0	0.6	-28	/	/	4	0	3.8
C[C@H]1CC[C@@]2(O[C@@H](CCO)C[C@H](O)[C@H]2O)O1	-27	-10	5	-1.0	-8	/	/	13	2	-0.1
CC(=O)NCCC(=O)Nc1ccc(C(N)=O)cc1	-2	i	1	/	3	30	3	3	-3	-2.5
Cc1noc(/C=C/c2ccco2)c1S(=O)(=O)N1CCC(C(=O)NCc2ccco2)CC1	0	/	1	-2.0	-13	15	2	34*	-7	-2.0
COc1ccc(Nc2ccc([N+](=O)[O-])cc2[N+](=O)[O-])cc1	43*	-0.9	0	-0.5	5	8	6	7	3	1.2
NNC(=O)Cn1c(SCc2ccccc2)nc2ccccc21	-8	4.5	-1	/	3	23	4	2	-10	0.9
Cc1ccc(CN2CCSCC2)cc1	1	-0.3	2	-2.6	7	9	4	15	6	-2.0
CCOC(=O)Cn1c(=O)c2c(nc3n2CCCCN3c2ccc(C)cc2)n(C)c1=O	-7	-0.2	3	/	2	10	3	0	6	1.4
COc1ccc(NC(=O)CSc2nnc(Cc3ccc(C)cc3)c(=O)n2N)cc1OC	3	i	-1	-2.6	0	/	/	4	1	0.3
Cc1ccc(-c2cn(CCN)c(-c3ccncc3)n2)cc1	-10	-0.6	5	-0.6	5	/	/	-1	-1	4.3
COc1ccc(CCNC(=O)CCC(=O)N2CCOc3ccc(Cl)cc32)cc1OC	-2	i	-1	-1.5	11	-6	-2	4	6	-0.1
CCC(C)NC(=O)C1=CCN(S(=O)(=O)c2ccc(C)cc2)CC1 (configuration not stated)	-7	0.5	0	0.5	-3	2	0	10	1	-3.0
OCCCCNc1cccc2ccccc12	19	-0.3	161*	0.7	14	14	2	9	-3	-1.0
CCCn1c(N)c(N(CCOC)C(=O)c2cccc(Cl)c2)c(=O)[nH]c1=O	-7	i	-3	-0.1	5	12	5	0	9	-0.2
COC(=O)c1ccc(C(=O)NC2CCSc3ccccc32)cc1 (configuration not stated)	-6	-0.3	-5	-1.9	5	/	-4	-7	-7	-2.6
Cc1cc2c(C)nc(-c3ccccc3)nc2o1	-22&-23	0.3	2	-1.0	4	11	0	1	-2	0.3
Cc1cc(C)nc(Nc2n[nH]c(-c3ccc(C(C)(C)C)cc3)n2)n1	-5	-0.3	1	-1.6	2	12	3	-2	12	0.5
COc1ccc(N(CC(=O)N/N=C/c2cccnc2)S(=O)(=O)c2ccc(C)cc2)cc1OC	/	-1.6	0	9.8	3	16	-1	5	/	-1.3
C=CCn1c(SCc2ccc(C(=O)NCCO)cc2)nc2ccccc2c1=O	-10&-2&-7	-2.0	2	-4.6	-5	-8	-4	22	-3	4.6
Cc1cc(C)c(C)c(S(=O)(=O)N2CCN(c3ncnc4ccccc34)CC2)c1C	1	i	3	-5.1	3	/	/	0	-1	-0.1
CO/N=C/c1c(-c2ccc(Cl)cc2)nc2cc(C)ccn12	/	i	8	/	4	17	2	-2	-8	-3.2
O=c1[nH]c(=S)n(C2CC2)c(O)c1C=Nc1cccc(C(F)(F)F)c1	-7	-0.4	2	-2.3	-52	3	0	-3	-18	1.5
CCCN1C(=O)/C(=C/c2ccc(C)o2)SC1=Nc1ccc(OC)cc1	25	/	0	-0.9	15	20	-1	24	-2	-0.4
Cc1cc(NC(=O)CSCC(=O)Nc2nc3ccccc3[nH]2)no1	-4	i	0	0.7	-6	/	/	4	4	1.6
O=C(O)C1CCCCC1C(=O)Nc1ccc2c(c1)OCCO2 (configuration not stated)	-3	-0.5	1	-0.6	8	8	-8	-10	-2	4.0
CCOC(=O)C1(Cc2ccc(OC)cc2)CCN(C(=O)CN2CCCCC2=O)CC1	-2	0.3	2	/	7	18	4	9	11	-1.1
O=C(NC(=S)Nc1cccnc1)c1cccc(Br)c1	-6	-0.1	5	6.9	15	-14	4	-1	-5	-1.9
COCCOC(=O)/C(C#N)=C/c1cn(Cc2ccccc2)nc1-c1cccnc1	8	i	-2	1.5	-2	2	16*	12	-2	-0.9
CCC1Oc2ccc(C)cc2N(CC(=O)NCCCN2CCCC2)C1=O (configuration not stated)	11	-0.5	-1	-1.7	8	12	1	-4	-2	1.3
CCOC(=O)C1(CC)NC(c2ccc(OC)cc2OC)C2C(=O)N(C)C(=O)C21 (configuration not stated)	-11	i	1	-0.8	-1	15	-6	-3	0	2.8

Exported with values under each structure: two of the compounds above
Results follow in this order: SSB-PriA inh | Vc quorum ag | Mtb FBA inh | Mtb BioA inh | MazEF act | DUSP3 inh | 3CLpro inhibitor | GDH-TPI inh | Rv3671c inh | UGM FP inh
- CCC1Oc2ccc(C)cc2N(CC(=O)NCCCN2CCCC2)C1=O (configuration not stated)
    11 | -0.5 | -1 | -1.7 | 8 | 12 | 1 | -4 | -2 | 1.3
- CCOC(=O)C1(CC)NC(c2ccc(OC)cc2OC)C2C(=O)N(C)C(=O)C21 (configuration not stated)
    -11 | i | 1 | -0.8 | -1 | 15 | -6 | -3 | 0 | 2.8

Arranged by number of heavy atoms (ascending): some entries from above.
SMILES	SSB-PriA inh	Vc quorum ag	Mtb FBA inh	Mtb BioA inh	MazEF act	DUSP3 inh	3CLpro inhibitor	GDH-TPI inh	Rv3671c inh	UGM FP inh
Cc1ccc(CN2CCSCC2)cc1	1	-0.3	2	-2.6	7	9	4	15	6	-2.0
Brc1cccc2sc(N3CCCC3)nc12	-25	i	0	/	-2	-9	1	4	-2	3.0
N#CCSc1ncnc2c1cnn2CCO	-4	i	0	-0.2	-8	-1	5	-1	-2	0.5
CC(=O)NCCC(=O)Nc1ccc(C(N)=O)cc1	-2	i	1	/	3	30	3	3	-3	-2.5
O=C(NC(=S)Nc1cccnc1)c1cccc(Br)c1	-6	-0.1	5	6.9	15	-14	4	-1	-5	-1.9
CCOC(=O)C1=C(C)N(C)C(=O)NC1c1ccc(C)s1 (configuration not stated)	0	i	-6	0.5	4	-4	-5	6	-3	-1.9
CO/N=C/c1c(-c2ccc(Cl)cc2)nc2cc(C)ccn12	/	i	8	/	4	17	2	-2	-8	-3.2
O=C(O)C1CCCCC1C(=O)Nc1ccc2c(c1)OCCO2 (configuration not stated)	-3	-0.5	1	-0.6	8	8	-8	-10	-2	4.0
CCc1ccc(N2C(=O)c3ccc4c5c(ccc(c35)C2=O)CC4)cc1	-4	i	25	/	1	25	-3	-5	-4	-1.0
CC1CCCC(NC(=O)CSc2n[nH]c(=O)n2Cc2ccccc2)C1C (configuration not stated)	5	-0.1	0	0.6	-28	/	/	4	0	3.8
C=CCn1c(SCc2ccc(C(=O)NCCO)cc2)nc2ccccc2c1=O	-10&-2&-7	-2.0	2	-4.6	-5	-8	-4	22	-3	4.6
COCCOC(=O)/C(C#N)=C/c1cn(Cc2ccccc2)nc1-c1cccnc1	8	i	-2	1.5	-2	2	16*	12	-2	-0.9
CCOC(=O)C1(Cc2ccc(OC)cc2)CCN(C(=O)CN2CCCCC2=O)CC1	-2	0.3	2	/	7	18	4	9	11	-1.1
COc1ccc(N(CC(=O)N/N=C/c2cccnc2)S(=O)(=O)c2ccc(C)cc2)cc1OC	/	-1.6	0	9.8	3	16	-1	5	/	-1.3
